High-throughput results: PubChem BioAssay, Fisher Drug Discovery Resource Center
mcGAS lum – inhibitors of mouse cGAS; Q8C6L5; recombinant cGAS, Kinase-Glo ATP depletion luminescence; inhibition, % at 12.5 µM; 160,000 tested, 0.15% active;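 further: 0% = negative control wells and 100% = reference inhibitor with no enzyme activity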
NPYLR7 agonist – mosquito NPYLR7 agonism; HEK293T NPYLR7/Galpha15, GCaMP6s calcium fluorescence; 270,000 tested, 0.15% active; activation, % at 10 µM; in the data active means activation above about 40%;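 further: 0% = vehicle and 100% = reference agonist at the receptor; some compounds past the cut are filed as inactive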
hcGAS lum – inhibitors of human cGAS; Q8N884; recombinant h-cGAS, ATP depletion, Kinase-Glo luminescence; inhibition, % at 12.5 µM; 290,000 tested, 0.081% active; AID 1259398;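 further: 0% = vehicle reaction and 100% = reaction without DNA for no activity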
Target sequence (Q8N884 whole entry, looked up): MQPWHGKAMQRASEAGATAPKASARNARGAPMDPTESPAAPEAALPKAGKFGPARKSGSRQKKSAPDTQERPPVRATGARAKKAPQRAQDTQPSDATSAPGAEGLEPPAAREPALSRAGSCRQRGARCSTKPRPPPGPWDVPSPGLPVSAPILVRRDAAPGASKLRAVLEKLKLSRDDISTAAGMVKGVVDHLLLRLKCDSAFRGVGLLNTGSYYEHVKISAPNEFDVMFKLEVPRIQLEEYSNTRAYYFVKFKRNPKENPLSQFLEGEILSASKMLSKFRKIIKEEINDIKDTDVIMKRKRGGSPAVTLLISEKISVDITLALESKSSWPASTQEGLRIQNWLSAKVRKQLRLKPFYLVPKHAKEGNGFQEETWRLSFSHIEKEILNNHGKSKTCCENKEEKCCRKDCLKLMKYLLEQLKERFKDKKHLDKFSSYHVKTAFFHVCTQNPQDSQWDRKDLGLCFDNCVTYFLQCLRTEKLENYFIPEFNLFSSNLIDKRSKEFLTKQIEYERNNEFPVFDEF
The depositor's hits bear a star; . = no result given; & = joins results of further samples. Unless noted, no stated cut-off is given here; in the data, active means inhibition above about 40%; inactive means the rest. No enrichment for hits; overall some 0.27% were active at least once.

SMILES	mcGAS lum	NPYLR7 agonist	hcGAS lum
O=C(NCCF)c1cncn1-c1cccc(-c2ccccc2C(F)(F)F)c1	-6	-6	-6
CCC(c1ccccc1)N1Cc2cc(NC(=O)Cc3cccc(OC)c3)ccc2OCC1=O (centres undefined)	-3	.	1
CC1CCN(c2nc(-c3ccccc3)nc3c2CN(C(=O)Nc2c(C(C)C)cccc2C(C)C)CC3)CC1	-5	28	-2
COc1ccc(O)c(C(=O)c2cc(SC)c3nc4sc5c(c4c(=O)n3c2)CCCC5)c1	.	-2	-6
COc1cc(CN(C)Cc2ccc(Cl)s2)cc(OC)c1O	.	6	0
CC1(C(=O)NS(=O)(=O)c2cccs2)CCN1C(=O)C1CCCCC1 (centres undefined)	.	8	6
COCCCNC(=O)C(NC(=O)c1ccccc1)C1CCN(C(=O)NC(C)(C)C)CC1 (centres undefined)	-4	-3	0
COc1ccc(C2CC(=O)c3cnc(N4CCCC4)nc3C2)c(OC)c1 (centres undefined)	.	5	-8
COc1ccccc1C(C)N(C)C(=O)CCn1c(-c2cccs2)n[nH]c1=S (centres undefined)	.	4	-8
Cc1ccc(C(=O)NNC(=O)c2cc3cc(Cl)ccc3oc2=O)cc1	-1	-2	3
C/C(=C\c1ccccc1)CN1CCCC1c1nc(-c2ccncc2)no1 (centres undefined)	.	2	-6
CCC(C)N(Cc1ccc(N(CC)CC)cc1OS(=O)(=O)c1ccc(NC(C)=O)cc1)C(=O)c1cccc(F)c1 (centres undefined)	-6	21	-6
CCN1CCN(C(=O)N[C@@H](C(=O)N[C@@H]2C(=O)N3[C@@H]2SC(C)(C)[C@@H]3C(=O)O)c2ccccc2)C(=O)C1=O	-5	-2&-2	-5&-11
COCc1cc(C)nc(N/N=C\c2ccccc2O)c1C#N	-5	7	-9
NC(=O)NC(=O)CC1S\C(=N/N=C\C=C\c2ccccc2)NC1=O (centres undefined)	-8	11	-10
CCOC(=O)N1CCN(C(=O)c2ccc(Cn3c(=S)[nH]c4cc5c(cc4c3=O)OCO5)cc2)CC1	.	-5	1
COc1ccc(CCN2C(=O)N(C)C(=O)C23CCN(C/C=C/c2ccccc2OC)CC3)cc1	-13	6	-3
O=C(c1cnn2c(C(F)(F)F)cc(-c3ccc(F)cc3)nc12)N1CCN(Cc2ccccc2)CC1	-5	-14	-3
COc1ccccc1CC1CCCN1C(=O)C1CCC(=O)NC1 (centres undefined)	-5	4	1
CCOc1ccc(-c2nnc(SCC#N)o2)cc1	.	2	-5
COCCNC(=O)CN1C(=O)CSC1c1ccsc1 (centres undefined)	-5	0	-3
CCCCNc1nc2c(-c3cccc(F)c3)nnn2c2ccccc12	-7	6	-6
Cc1ccc(Cn2nnc(C(=O)Nc3cccc(C)c3)c2N)cc1	-4	4	1
Cc1cc(C)c(-c2nccn2Cc2cccnc2-n2cncn2)cc1C	-20	1	-4
COc1cccc(CN(C)Cc2cc3ccc(F)cc3[nH]c2=O)c1	.	6	-10
CCN(CC)C1CCN(C(=O)c2cn(CCCc3ccccc3)nn2)C1 (centres undefined)	.	12	-13
O=C(NCc1ncc2c(n1)CCC2)c1cc(COc2cccc(F)c2)[nH]n1	-11	19	-7
COc1cc(C(=O)Nc2ccc(Nc3ccc(-n4cccn4)nn3)cc2)cc(OC)c1OC	-9	-4	-5
CC(=O)Nc1ccc(/C=C/C(=O)Nc2ccc(F)c(Cl)c2)cc1	.	5	-2
COc1cccc(C(CN2CCN(S(=O)(=O)c3cccc(OC(F)F)c3)CC2)OCc2cccc(Cl)c2)c1 (centres undefined)	-7	.	-4
Cc1cc(N2C(=O)c3oc4ccccc4c(=O)c3C2c2cccc([N+](=O)[O-])c2)no1 (centres undefined)	.	4	-4
COc1ccc(-c2cc(C(=O)N/N=C\c3ccc(C#N)cc3)[nH]n2)cc1	-4	-1	-5
COC(=O)c1sc2ncn(-n3c(C)ccc3C)c(=O)c2c1C	.	-1	-5
O=C1CC(N2CCCC2)C(=O)N1c1ccc(Br)cc1 (centres undefined)	0	-7	0
Cc1cccc(Cn2nc(C)cc2NC(=O)CCn2c(C)cc(C)nc2=O)c1	-8	.	-3
Cc1ccc(-c2cnnc(N)n2)s1	.	-3	-9
COc1ccc(Br)cc1C1SCC(=O)N1c1ccc(O)cc1 (centres undefined)	.	-4	-6
Cc1cc(C23CC4CC(CC(C4)C2)C3)cc(NCN2C(=O)c3ccccc3C2=O)c1C	.	-2	0
O=C1NCCN(Cc2ccccc2C(F)(F)F)C1CC(=O)N1CCCO1 (centres undefined)	-9	-6	2
C[C@@H]1Cc2nc(-c3ccc(Cl)cc3)ncc2C(=O)N1CC(=O)OC(C)(C)C	.	27	-7

Record cards (already shown). Order of values: mcGAS lum	NPYLR7 agonist	hcGAS lum
`O=C1CC(N2CCCC2)C(=O)N1c1ccc(Br)cc1` (centres undefined) is listed as 0	-7	0
`Cc1cc(N2C(=O)c3oc4ccccc4c(=O)c3C2c2cccc([N+](=O)[O-])c2)no1` (centres undefined) is listed as .	4	-4
`O=C1NCCN(Cc2ccccc2C(F)(F)F)C1CC(=O)N1CCCO1` (centres undefined) is listed as -9	-6	2
`C[C@@H]1Cc2nc(-c3ccc(Cl)cc3)ncc2C(=O)N1CC(=O)OC(C)(C)C` is listed as .	27	-7

Later entries
SMILES	mcGAS lum	NPYLR7 agonist	hcGAS lum
O=C1CCC(C(=O)N2CCC(Cn3cccn3)CC2)CN1CC1CCCCC1 (centres undefined)	-11	4	-8
Cc1nc(C)n(CCC(=O)Nc2ccc(Br)cc2)n1	-1	1	2
CC(=O)[C@H]1CCC2C3CCC4=CC(=O)CC[C@]4(C)C3CC[C@@]21C (some centres undefined)	.	-5	-1
CCN(Cc1cccs1)C(=O)Cn1cnc2c1c(=O)n(C)c(=O)n2C	.	15&11	-15&-13
CC(NC(=O)c1ccc2c(c1)OCC(=O)N2)c1ccc(F)cc1 (centres undefined)	-8	8	-11
O=c1ccc(-c2cccs2)nn1Cc1ccncc1	.	13	-11
Cc1ccc(S(=O)(=O)NCCN)cc1	-2	-4	1
CC(NC(=O)CCl)c1ccc(S(N)(=O)=O)cc1 (centres undefined)	-2	10	-11
O=C(Nc1ccc(-c2ccc(N3CCCC3)nn2)cc1)c1ccc(Cl)cc1	-9	0	-5
COc1cccc(-n2cc(CN(C)C(=O)CC3(c4ccccc4OC)CC(=O)N(C)C3=O)cn2)c1 (centres undefined)	-10	16	-7

Taken from above.
Cc1ccc(S(=O)(=O)NCCN)cc1 in NPYLR7 agonist has -4
CC(NC(=O)c1ccc2c(c1)OCC(=O)N2)c1ccc(F)cc1 (centres undefined) in NPYLR7 agonist has 8

Continued:
SMILES	mcGAS lum	NPYLR7 agonist	hcGAS lum
COc1ccccc1-c1cncc(NC(C)=O)n1	.	0	-2
C[N+]1(C)C2CC[C@H]1CC(OC(=O)C(O)c1ccccc1)C2 (some centres undefined)	.	-2&-5	-2&-3
Cn1ccsc1=NC(=O)c1ccc(Cl)s1	.	6	-2
CC(=O)c1cccc(CN2CCOC(Cc3ccc(F)cc3)C2)c1 (centres undefined)	-10	2	-7
CCOc1nc(N2CCC(NC(=O)C3CCCCC3)CC2)ncc1Br	.	6	-6
O=c1oc2ccccc2c(Cl)c1[N+](=O)[O-]	.	-1	2
O=c1oc2ccc3ccccc3c2cc1-c1cn2cccnc2n1	2	-8	2
CC(OCCCNC(=O)c1nccnc1N)c1ccccc1 (centres undefined)	-5	13	-5
c1nnnn1CC1CCOCO1 (centres undefined)	.	14	-6
O=C(CCl)NCCN1C(=O)C(=Cc2ccc3c(c2)OCO3)SC1=S	.	-3	-2
Cc1cccc(C(C(=O)NCc2cn3cc(C)sc3n2)N(C)C)c1 (centres undefined)	.	5	-4
Cc1nc2ccccn2c(=O)c1NC(=O)c1ccccc1Cl	.	4	-17
O=C(C1CCCN(C2CCN(c3nc4ccccc4o3)CC2)C1)N1CC=CC1 (centres undefined)	-15	.	-2
COc1ccc(N2CCN(Cc3cc(=O)c(OC)cn3CC(=O)NC(C)(C)C)CC2)cc1	-8	1	-5
COc1ccc(C(C2Sc3ncnn3C2=O)N2CCC3(CC2)OCCO3)cc1OC (centres undefined)	-1	1	2
COc1ccc(-n2c(C)nnc2SCc2ccc(C(=O)NCc3ccc4c(c3)OCO4)cc2)cc1	-7	-5	-3
COCCCNC(=O)C(NC(=O)C1CC1)C1CCN(C(=O)c2ccc(OC)cc2)CC1 (centres undefined)	-6	6	-5
CCOc1ncccc1CN1CCC(C(=O)NC2CCC(C)CC2)CC1 (centres undefined)	-4	0	-6
C/C(=N/OC(=O)C1CC1(c1ccccc1)c1ccccc1)c1ccccc1 (centres undefined)	-6	7	-7
Cc1nn(-c2ccccc2)c(OC(=O)c2ccccc2)c1S(=O)(=O)c1ccccc1	1	0	-4
Cc1ccc(C)c(OC(C)C(=O)NCCN2CCCC2)c1 (centres undefined)	-12	1	-7
COc1ccc(CN(Cc2ccc(F)cc2)C(=O)CC(C)(C)C)cc1OS(=O)(=O)C(C)C	-6	.	2
CCO[C@H]1COC[C@@H]1NC(=O)c1cc(CN2CCCC2)c(CC)o1	-18	8	-7
Cc1nc(C(F)(F)F)ccc1C(=O)N1CCC1(C)C(=O)NS(=O)(=O)c1c(C)noc1C (centres undefined)	.	-1	0
Cc1ccc(-n2c(SCC(=O)NCc3ccc(F)cc3)nc3c(c2=O)SCC3)cc1	.	-5	-9
CC(C)=CC(=O)N(CCO)Cc1ccccc1C	-13	.	-13
O=C(Nc1nc(-c2ccc(Oc3ccccc3)cc2)cs1)c1cccc(C(F)(F)F)c1	.	-5	-7
COc1ccc(-c2nc3ccc(C)cn3c2NC(=O)c2cccc(Br)c2)cc1	-9	-4	-7
O=C(O)C1C2C=CC3(CN(c4ccccc4Br)C(=O)C13)O2 (centres undefined)	.	8	1
CC1Cc2cc(-c3cc(CC(=O)NCc4ccco4)no3)ccc2O1 (centres undefined)	-8	10	-6
O=S(=O)(c1cc(C(F)(F)F)cc(C(F)(F)F)c1)N1CCNCC1	.	1	2
COc1ccc(C(C)=O)cc1-c1cccc(C(F)(F)F)c1	.	-2	1
COc1ccc(N2CN(C(=O)CN(CC(C)C)C(=O)c3ccccc3F)CC2=O)cc1	-6	19	-8
O=C(CSc1nc2ccccc2o1)c1c[nH]c2ccccc12	-4	0	-6
CC(C)C(C(=O)N1CCN(C)CC1)N1C(=O)c2ccccc2C1=O (centres undefined)	-5	1	-4
O=C1N(c2ccccc2)C[C@@H]2C[C@@H](c3cn[nH]c3-c3ccccc3)N3CCC[C@@]123	.	2	-2
COc1cccc(C(=O)Nc2ccc(-n3nc(OC)nc3-c3ccc(F)cc3)cc2)c1	-7	.	1
CCOC(=O)c1c(NC(=O)COC(=O)C(CC(C)C)NC(N)=O)sc(C)c1CC (centres undefined)	-4	3	-5
O=C(NN=C1CC2CC=CC12)c1cc(-c2ccccn2)nc2ccccc12 (centres undefined)	-7	0	-7
CC(C)NC(=O)Nc1ccc(N(C)C)c(CN(Cc2ccc(F)cc2)S(C)(=O)=O)c1	-5	.	-2
O=C(CN1CCc2sccc2C1c1cccc(F)c1)N1CCCN(S(=O)(=O)c2ccc(Cl)c([N+](=O)[O-])c2)CC1 (centres undefined)	0	-8	5
CCOc1ccc(N2C(=O)CSC2c2ccccc2NC(=O)CCl)cc1 (centres undefined)	-6	16	-8
CC(=O)NCc1ccc(-c2nc(-c3ccccn3)no2)s1	.	10	-14
O=C(c1cccnc1Oc1ccccc1)N1CCN(c2ccccn2)CC1	.	-16	-3
O=S(=O)(c1cccs1)N1CCC(CO)(Cc2cccc(F)c2)CC1	.	9	-10
Cc1cc(=O)[nH]c(-n2nc(C)cc2NC(=O)c2ccc(S(=O)(=O)N(C)C)cc2)n1	-7	9	-5
CCN1C(=CC=Cc2sc3ccccc3[n+]2CC)Sc2ccccc21	.	-12	-49

Six compounds picked at random from the list so far:
SMILES	mcGAS lum	NPYLR7 agonist	hcGAS lum
CCOc1ccc(N2C(=O)CSC2c2ccccc2NC(=O)CCl)cc1 (centres undefined)	-6	16	-8
CC(C)NC(=O)Nc1ccc(N(C)C)c(CN(Cc2ccc(F)cc2)S(C)(=O)=O)c1	-5	.	-2
CC1CCN(c2nc(-c3ccccc3)nc3c2CN(C(=O)Nc2c(C(C)C)cccc2C(C)C)CC3)CC1	-5	28	-2
Cc1nn(-c2ccccc2)c(OC(=O)c2ccccc2)c1S(=O)(=O)c1ccccc1	1	0	-4
O=C(O)C1C2C=CC3(CN(c4ccccc4Br)C(=O)C13)O2 (centres undefined)	.	8	1
Cc1ccc(C(=O)NNC(=O)c2cc3cc(Cl)ccc3oc2=O)cc1	-1	-2	3
